GoLoco inh red: qHTS Assay for Inhibitors of RGS12 GoLoco Motif Activity (Red Fluorophore) | Gai1:RGS12 GoLoco peptide FP, rhodamine, 10 min | Potency, µM (doses to about 61.6 µM), for the others: at the highest dose activity, negative = inhibition, hits mostly inhibitors | hit rate 0.44% among 230,000 | AID 880, 2007; active = well fitted inhibition curve with a large enough effect, not every such curve was filed as active; inactive = no such curve, though single readings can be large or run the other way; also: % is scaled to controls: 0 for no effect and ±100 for the full control effect; nearly all actives have a fitted effect of over 30% in size; many of its hits are not listed in these tables
Target sequence (P63096 whole entry, looked up): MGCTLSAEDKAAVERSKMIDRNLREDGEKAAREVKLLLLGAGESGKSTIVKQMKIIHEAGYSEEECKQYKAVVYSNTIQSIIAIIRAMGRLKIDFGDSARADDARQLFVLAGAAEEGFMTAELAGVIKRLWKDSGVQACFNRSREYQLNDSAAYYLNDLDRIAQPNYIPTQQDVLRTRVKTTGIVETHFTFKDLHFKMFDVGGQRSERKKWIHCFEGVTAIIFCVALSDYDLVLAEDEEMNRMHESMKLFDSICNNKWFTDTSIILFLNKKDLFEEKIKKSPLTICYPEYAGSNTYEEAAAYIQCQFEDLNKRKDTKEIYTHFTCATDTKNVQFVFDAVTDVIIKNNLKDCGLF
SMN2 splice enh: qHTS Assay for Enhancers of SMN2 Splice Variant Expression; HEK293 SMN2-luciferase splicing reporter, luminescence, 30-36 h; Potency, µM (highest dose often 46.1 µM), for inactives: at the highest dose activity change, positive = activation, usual class: activators; hit rate 2.8% among 210,000; also: % of control where 0% means no effect; nearly all actives have a fitted effect of over 55% in size
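qHTS luciferase splicing reporter: luminescence rises when SMN2 exon 7 is included in transfected HEK293 cells. Compound exposure lasted 30-36 h at 37C, with 4.5 mM final sodium butyrate as control, followed by a ONE-Glo read.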
GLA spleen mod: qHTS Assay for Inhibitors and Activators of Human alpha-Galactosidase From Spleen Homogenate; hit rate 0.008% among 240,000; Potency, µM (series often up to 80 µM), inactives show top-dose activity change, negative = inhibition, actives largely listed as inhibitors; human spleen homogenate, 4MU-alpha-Gal fluorescence, 40 min; AID 2107, 2009; Alpha-galactosidase A (Homo sapiens), P06280;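 also: 0% = enzyme with vehicle and -100% = no enzyme basal signal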
Target sequence (P06280 32-429 limits assumed): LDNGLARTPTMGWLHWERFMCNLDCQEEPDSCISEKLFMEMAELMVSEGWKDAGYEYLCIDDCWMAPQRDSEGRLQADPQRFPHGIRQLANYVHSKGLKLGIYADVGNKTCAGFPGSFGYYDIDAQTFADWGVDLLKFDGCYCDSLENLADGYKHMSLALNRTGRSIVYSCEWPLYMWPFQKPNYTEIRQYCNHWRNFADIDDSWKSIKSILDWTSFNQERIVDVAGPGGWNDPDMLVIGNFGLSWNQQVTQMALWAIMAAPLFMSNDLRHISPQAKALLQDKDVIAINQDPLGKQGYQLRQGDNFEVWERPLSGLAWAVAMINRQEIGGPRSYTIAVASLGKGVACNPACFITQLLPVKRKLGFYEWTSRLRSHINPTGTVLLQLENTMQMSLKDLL
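Human spleen homogenate (1 ug) was the enzyme source, with 4-methylumbelliferyl-alpha-D-galactopyranoside (1 mM final) in pH 5.0 citrate buffer with 0.01% Tween-20. Compounds were titrated; after 40 min at 37C, NaOH/glycine stop, 4-MU fluorescence read; AC50 from Hill fits.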
GAA spleen mod: qHTS Assay for Inhibitors and Activators of Human alpha-Glucosidase From Spleen Homogenate; AID 2112, 2009; Potency, µM (titrated, usually from 79.9 µM), without a hit: at the top dose activity change, negative = inhibition, usual class: inhibitors; Lysosomal alpha-glucosidase (Homo sapiens), P10253; human spleen homogenate, 4-MU-alpha-glucoside fluorescence; hit rate 0.006% among 240,000;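 also: 0% = enzyme with vehicle and -100% = no enzyme basal signal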
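Enzyme source: human spleen homogenate, 1 ug/well. Buffer 50 mM citric acid/K phosphate pH 5.0, 0.01% Tween-20. 4-MU-alpha-glucoside 1 mM; 37 C x 40 min; NaOH/glycine stop; fluorescence.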
GAA inhib: qHTS Assay for Inhibitors of Human alpha-Glucosidase as a Potential Chaperone Treatment of Pompe Disease; hit rate 0.005% among 200,000; AID 1466, 2008; purified human GAA, 4-MU-alpha-glucoside fluorescence; Potency, µM (top dose mostly 76.9 µM), without a hit: top-dose activity change, negative = inhibition, hits mostly inhibitors; Lysosomal alpha-glucosidase (Homo sapiens), P10253;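 also: plate controls were uninhibited enzyme wells for no effect and no-enzyme background for full effect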
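Fluorogenic assay: 4 nM human alpha-glucosidase with 400 uM 4-methylumbelliferyl-alpha-D-pyranoside in 50 mM citrate/phosphate, 0.005% Tween-20, pH 5.0, 20 min at room temperature. Compounds tested up to 77 uM; AC50 from Hill fits.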
JMJD2E inh: qHTS Assay for Inhibitors of Human Jumonji Domain Containing 2E (JMJD2E); JMJD2E catalytic domain, FDH-coupled NADH fluorescence (FDH is formaldehyde dehydrogenase); hit rate 1.6% among 230,000; Lysine-specific demethylase 4E (Homo sapiens), B2RXH2; Potency, µM (series often up to 57.1 µM), inactives show at the top dose activity change, negative = inhibition, most hits filed as inhibitors; active = well fitted inhibition curve with a large enough effect, not every such curve was filed as active; inconclusive = small, poorly fitted or top-dose-only effect, or another doubt; inactive = no such curve, though single readings can be large or run the other way;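 also: 0% = wells with enzyme and -100% = buffer wells without enzyme; nearly all actives have a fitted effect of over 50% in size; many of its hits are not listed in these tables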
Target sequence (B2RXH2 1-337 limits assumed): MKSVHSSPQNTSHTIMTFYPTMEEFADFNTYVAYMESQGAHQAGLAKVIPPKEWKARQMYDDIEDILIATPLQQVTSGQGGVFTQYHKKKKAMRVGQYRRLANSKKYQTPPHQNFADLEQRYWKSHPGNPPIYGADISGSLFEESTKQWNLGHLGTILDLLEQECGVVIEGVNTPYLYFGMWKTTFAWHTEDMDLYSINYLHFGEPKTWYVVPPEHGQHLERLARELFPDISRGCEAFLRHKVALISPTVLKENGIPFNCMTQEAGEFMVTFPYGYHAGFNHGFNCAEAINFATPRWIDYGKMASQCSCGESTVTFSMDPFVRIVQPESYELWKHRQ
ALDH1A1 block: qHTS Assay for Inhibitors of Aldehyde Dehydrogenase 1 (ALDH1A1). Aldehyde dehydrogenase 1A1 (Homo sapiens), P00352. Purified ALDH1A1, NADH fluorescence, propionaldehyde substrate. Potency, µM (doses to about 75.3 µM), for the others: top-dose activity, negative = inhibition, most hits filed as inhibitors. hit rate 7.3% among 220,000. AID 1030, 2008; active = well fitted inhibition curve with a large enough effect, not every such curve was filed as active; inconclusive = small, poorly fitted or top-dose-only effect, or another doubt; inactive = no such curve, though single readings can be large or run the other way;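 also: plate controls were no enzyme wells and a reference inhibitor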
GAA glycogen: qHTS Assay for Inhibitors and Activators of Human alpha-Glucosidase Cleavage of Glycogen; recombinant GAA, glycogen substrate, Amplex Red glucose oxidase fluorescence; hit rate 0.38% among 300,000; Lysosomal alpha-glucosidase (Homo sapiens), P10253; Potency, µM (doses to about 76.4 µM), for inactives: at the top dose activity change, negative = inhibition, actives largely listed as inhibitors;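 also: 0% = full enzyme reaction and -100% = no-enzyme basal signal; the screen sought inhibitors and activators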
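Recombinant enzyme (4 nM final) with compounds titrated up to 77 uM and bovine liver glycogen (30 ug) in citrate pH 5.0, 0.01% Tween-20, 37 C 40 min. Released glucose detected by Amplex Red/glucose oxidase (Ex 573/Em 610); AC50 from Hill fits.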
Numbers without * were called inactive; ? = inconclusive; · = no result given; [ ] = dose if it differs, or a comment. Unless noted, calls follow the shape of the dose curve; as a rule, active = well fitted curve in the direction sought with a large enough effect; inconclusive = small, poorly fitted or top-dose-only effect, or another doubt; inactive = no such curve, though single readings can be large; an effect the other way counts as inactive or inconclusive. Potency is read from the fitted curve at half-maximal effect. These rows are one share of the data; rates above refer to the full screens.

SMILES	GoLoco inh red	SMN2 splice enh	GLA spleen mod	GAA spleen mod	GAA inhib	JMJD2E inh	ALDH1A1 block	GAA glycogen
COc1cc(C2C(C#N)=C(N)OC3=C2C(=O)CCC3)ccc1OC(=O)N1CCOCC1 (stereo unspecified)	3%	2%	12%	-18%	-11%	-2%	8%	-9%
N#C/C(=C\Nc1ccccc1SC(F)(F)F)c1nc(-c2ccc(Cl)cc2)cs1	4%	?	-2%	-5%	9%	1%	5%	8%
CC1CC(C)CN(C(=O)c2cccc(S(=O)(=O)Nc3cc(C(F)(F)F)ccc3Cl)c2)C1 (stereo unspecified)	-7%	-36%[inhibitor]	4%	1%	-7%	6%	8%	-9%
O=C(NC(=S)NCC1CCCO1)c1ccccc1 (stereo unspecified)	-2%	29%	?	4%	-7%	-3%	19%	-2%
Cc1cc2ccccc2c(=O)n1CC(=O)N1CCN(c2cccc(Cl)c2)CC1	4%	9%	15%	4%	-8%	?	-1%	4%
Cc1ccc(CNS(=O)(=O)c2ccccc2[N+](=O)[O-])cc1	2%	·	2%	-6%	-5%	-2%	-2%	13%
C=CCn1c(NC(C)c2cc(Cl)ccc2O)nc2ccccc21 (stereo unspecified)	-3%	-9%	-12%	-5%	?	-5%	-3%	-23%
CC(C)(Oc1ccc(Cl)cc1)C(=O)NCCN1C(=O)S/C(=C/c2cccnc2)C1=O	3%	-18%	-16%	-12%	-1%	1%	?	3%
Cc1ccc(S(=O)(=O)N(CC(=O)N2CCCCCC2)c2ccccc2)cc1	-14%	0%	4%	-8%	?	2%	?	3%
COc1cccc(C(=O)N(CN2CCCC2=O)c2cccc(Cl)c2)c1OC	13%	-7%	-2%	-4%	2%	-3%	11%	-1%
O=C(CC1C(=O)NCCN1Cc1ccc(-c2ccccc2)cc1)NCC1CC1 (stereo unspecified)	-1%	·	5%	-8%	12%	-18%	-16%	-8%
Cc1cc(C(=O)Nc2sc(C)c(C)c2C#N)no1	53%[activator]	·	-1%	0%	-4%	-5%	13µM*	-4%
Cc1ccc(C(C[N+](=O)[O-])c2c(-c3ccccc3O)[nH][nH]c2=O)cc1 (stereo unspecified)	10%	4%	-9%	-5%	-7%	?	20µM*	1%
COc1ccccc1N(CC(O)COc1ccccc1C)S(=O)(=O)c1ccccc1 (stereo unspecified)	1%	4%	-2%	-1%	-7%	5%	-8%	10%
COc1ccc(-n2c(C)cc(C(=O)CN3C(=O)NC4(CCCc5sccc54)C3=O)c2C)cc1 (stereo unspecified)	17%	-33%[inhibitor]	-8%	-10%	-14%	16%	-8%	-1%
CCN(CC)C(=O)CCCOc1ccc(Cl)cc1Cl	5%	-1%	7%	3%	2%	-6%	-2%	7%
CCN1C(=O)C(CC(=O)Nc2ccc(OC)cc2)N(CCc2ccccc2)C1=S (stereo unspecified)	-6%	-56%[inhibitor]	4%	·	-4%	0%	2µM*	-20%
NC(=O)c1ncc(C(F)(F)F)cc1Cl	4%	16%	5%	-4%	3%	1%	0%	-4%
O=C(NC(Cc1c[nH]c2ccccc12)C(=O)NCCCN1CCOCC1)c1cccs1 (stereo unspecified)	2%	19%	-4%	3%	3%	-1%	7%	-1%
O=P(O)(COc1ccccc1)COc1ccccc1	-2%	9%	9%	0%	-1%	3%	5%	11%
COc1ccc(COC(=O)N/N=C(\C)CC(=O)Nc2ccc(Cl)cn2)cc1	3%	·	-5%	5%	·	1%	·	-10%
COC(=O)c1cc(NC(=O)N2c3ccccc3Sc3ccccc32)cc(C(=O)OC)c1	2%	-35%[inhibitor]	0%	-5%	-1%	?	-6%	-22%
CCOC(=O)N1CCN(C(=O)CN(c2cc(Cl)ccc2OC)S(=O)(=O)c2ccccc2)CC1	7%	-11%	1%	-1%	?	3%	25µM*	3%
Cc1ccc(SCC(=O)Nc2cccc(-c3nnc(-c4ccco4)o3)c2)cc1	0%	22µM*	1%	-2%	2%	?	-17%	-2%
CS(=O)(=O)N1CCC2(CCN(c3ccccn3)CC2)CC1	14%	10%	-16%	0%	·	·	?	·
Brc1cc2c(cc1/C=N/Nc1nc(N3CCCC3)nc(N3CCOCC3)n1)OCO2	6%	-7%	8%	-1%	3%	-2%	14µM*	-14%
O=C(Cn1ncc2c1-c1ccccc1OC2)Nc1ccc(Cl)cn1	-6%	-26%	-1%	-3%	-1%	10%	16%	2%
Cc1cccc(Nc2c([N+](=O)[O-])c(=O)oc3ccccc23)c1	3%	·	5%	1%	·	0%	·	2%
CC(C)NC(=O)Cn1cc(C(=O)COc2ccccc2)c2ccccc21	3%	-1%	-2%	-4%	7%	0%	1%	8%
CC1CN(C(=O)c2ccc(COc3ccc(C(C)C)cc3)o2)CC(C)O1 (stereo unspecified)	-2%	·	3%	-9%	-9%	-10%	28µM*	-17%
COc1ccccc1NS(=O)(=O)c1ccc(C(=O)OCC(=O)NCc2ccco2)cc1	6%	-8%	5%	-1%	-9%	1%	-11%	-4%
Cc1sc(NC(=O)CCCC(=O)O)c(C(N)=O)c1-c1ccccc1	-5%	-1%	0%	-1%	-2%	?	?	-2%
NC(=O)c1c(Nc2nc3c(F)cccc3s2)sc2c1CCCC2	92%[activator]	-20%	8%	2%	-4%	?	?	?
O=C(CNS(=O)(=O)c1cccc2nsnc12)NCc1ccc(Cl)cc1	3%	-4%	-9%	-9%	-3%	?	?	2%
O=S(=O)(NC1CCCC1)c1ccc(S(=O)(=O)N(Cc2cccs2)CC2CCCO2)cc1 (stereo unspecified)	11%	-48%[inhibitor]	3%	0%	-4%	-2%	25µM*	-5%
S=c1[nH]c(-c2ccc(Cl)cc2)cs1	3%	18%	-1%	2%	-10%	-18%	3.2µM*	-22%
CCOc1cc2c(cc1OCC)C(c1ccccc1OC)OC(=O)C2 (stereo unspecified)	6%	-15%	2%	-3%	4%	?	11µM*	-5%
CCOC(=O)C1=C(C)OC(N)=C(C#N)C1c1cccc(C)c1 (stereo unspecified)	14%	·	-1%	5%	11%	-27%	?	8%
CC1=C(C#N)C(=O)NC(C)(C)C1	9%	-5%	-2%	-3%	5%	4%	14%	-1%
COc1ccc(C(=O)C2CCCN(Cc3ccc(Sc4nncn4C)o3)C2)cc1F (stereo unspecified)	13%	-14%	3%	3%	12%	6%	5%	-7%
COc1ccc(-c2cc(C(=O)NCc3ccco3)no2)cc1OC	11%	24%	-3%	-13%	3%	7%	-8%	7%
COc1cccc(C(N)CC(=O)O)c1 (stereo unspecified)	-6%	22%	-3%	0%	-2%	-2%	3%	1%
COc1ccccc1NC(=O)CC1C(=O)NCCN1C(=O)Nc1ccccc1 (stereo unspecified)	3%	8%	12%	2%	?	0%	-2%	1%
CCCOc1ccc(OCCn2nc(C(=O)O)c3ccccc3c2=O)cc1	3%	-14%	-21%	-4%	-1%	-9%	6%	-9%
Fc1ccc(NC(=S)N2N=CCC2c2ccccc2)cc1 (stereo unspecified)	-1%	10%	4%	-10%	-8%	1%	7.1µM*	-16%
Cc1ccc(/C=C/C(=O)Nc2ccc(N(C)C)cc2)o1	13%	14µM*	-4%	-1%	2%	0%	-12%	18%
CCn1c(-c2cc(C3CC3)nc3ccccc23)n[nH]c1=S	11%	-15%	-5%	-4%	0%	-20%	?	1%
CN(C)c1ncc2nc(-c3cccs3)c(=O)n(Cc3cccs3)c2n1	4%	·	-7%	-1%	·	·	1%	·

An excerpt from above in order of length of the SMILES, descending:
SMILES	GoLoco inh red	SMN2 splice enh	GLA spleen mod	GAA spleen mod	GAA inhib	JMJD2E inh	ALDH1A1 block	GAA glycogen
COc1ccccc1NC(=O)CC1C(=O)NCCN1C(=O)Nc1ccccc1 (stereo unspecified)	3%	8%	12%	2%	?	0%	-2%	1%
CCCOc1ccc(OCCn2nc(C(=O)O)c3ccccc3c2=O)cc1	3%	-14%	-21%	-4%	-1%	-9%	6%	-9%
CC1=C(C#N)C(=O)NC(C)(C)C1	9%	-5%	-2%	-3%	5%	4%	14%	-1%

Carrying on.
SMILES	GoLoco inh red	SMN2 splice enh	GLA spleen mod	GAA spleen mod	GAA inhib	JMJD2E inh	ALDH1A1 block	GAA glycogen
COC(=O)CCCC(=O)N1CCOCCN(C(=O)CCCC(=O)OC)CCOCC1	4%	-7%	?	-1%	-5%	1%	6%	0%
CC(C)CN(CC(C)C)C(=S)Nc1ccc(Cl)cc1	7%	-3%	3%	-2%	3%	1%	-7%	2%
COc1cc(OC)c(OC)cc1/C=C1/C(=O)N=C(N)N1C	7%	3%	-8%	-8%	4%	15%	28%	-3%
Cc1ccc(C)c(NC(=O)CSc2nnc(-c3ccncc3)n2N)c1	2%	-13%	3%	-3%	-3%	6%	0%	11%
O=C(Nc1cccc(S(=O)(=O)NC2=NCCC2)c1)c1cc(-c2ccco2)nc2ccccc12	36%[activator]	·	8%	4%	-3%	?	?	-1%
Cc1nnc2c3ccccc3c(-c3cccc4ccccc34)nn12	8%	10%	-3%	-1%	0%	-1%	8%	4%
Oc1ccc(Cl)cc1C(C#Cc1ccccc1)N1CCOCC1 (stereo unspecified)	1%	-12%	-2%	-11%	-2%	-4%	?	-2%
CCc1cc(=O)oc2cc(C)cc(OCC(C)=O)c12	-2%	·	7%	7%	·	?	·	-2%
Cc1ccc(O)c(C(=O)c2cnn(C(=O)Cc3csc(C)n3)c2)c1	12%	0%	3%	1%	-5%[15.4 µM]	-3%	1.1µM*	4%
Cn1c(=O)n(Cc2ccc(Br)cc2)c2ccccc21	12%	·	1%	0%	4%	8%	-3%	2%
Nn1c(SCC(=O)N2CCCc3ccccc32)nnc1-c1ccccc1	-4%	10%	-5%	-2%	-5%	-3%	-8%	-11%
